M5 ag – CHRM5 agonism in calcium assay. activation, % at 3 µM. 0.19% of 360,000 active. CHO-K1 hM5 cells, Fluo-8 calcium fluorescence; 0% DMSO wells, 100% maximal acetylcholine response. P08912;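 active means activation above the run's mean over test compounds plus 3 SD, cut at about 23% in these data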;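 further: signal is peak over basal fluorescence ratio across the kinetic read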
Target sequence (P08912 whole entry, looked up): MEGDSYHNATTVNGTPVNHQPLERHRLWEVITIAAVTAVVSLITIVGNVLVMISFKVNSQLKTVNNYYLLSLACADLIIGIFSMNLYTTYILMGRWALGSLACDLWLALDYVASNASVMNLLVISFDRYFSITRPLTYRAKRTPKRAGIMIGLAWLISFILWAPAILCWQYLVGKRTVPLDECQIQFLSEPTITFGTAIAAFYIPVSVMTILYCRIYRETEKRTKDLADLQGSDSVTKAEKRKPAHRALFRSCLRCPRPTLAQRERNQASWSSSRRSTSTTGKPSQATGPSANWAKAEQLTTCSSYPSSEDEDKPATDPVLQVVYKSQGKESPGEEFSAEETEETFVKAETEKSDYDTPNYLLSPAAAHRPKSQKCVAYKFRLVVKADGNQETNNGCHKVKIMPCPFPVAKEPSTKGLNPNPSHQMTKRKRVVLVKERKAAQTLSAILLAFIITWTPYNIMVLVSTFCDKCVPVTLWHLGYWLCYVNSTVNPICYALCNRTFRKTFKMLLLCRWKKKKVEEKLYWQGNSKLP
M5 PAM – potentiates acetylcholine response at human M5 receptor; CHO-K1 hM5, Fluo-8 calcium, ACh EC20 PAM; 0% = ACh EC20, 100% = ACh EC100; P08912; 0.3% of 360,000 active; activation, % at 3 µM; AID 624038;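 active means activation above the run cutoff, the mean activation of all test compounds plus 3 SD, cut at about 18% in these data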
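Probe or stimulus: acetylcholine, EC20 level; Assay system: human M5 receptor in CHO-K1 cells; Schedule: compound preincubation 140 s before EC20 acetylcholine addition; Technique: intracellular calcium via Fluo-8 fluorescence; Dosing: single-point, 3 µM nominal; Read-out basis: percent activation from peak-over-basal fluorescence ratio, scaled EC20-to-EC100 acetylcholine; Repeats: one well per compound, no replicates.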
CHRM4 antagonist – CHRM4 antagonism in calcium assay. 0.73% of 360,000 active. inhibition, % at 3 µM. AID 624125. P08173. CHO-hM4 cells, ACh EC80, Fluo-8 calcium fluorescence;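 active means inhibition above its plate's cutoff, the mean inhibition of sample wells plus 3 SD, cut at about 27% in these data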;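 further: 0% = acetylcholine EC80 with DMSO and 100% = DMSO without agonist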
CHRM1 PAM – human CHRM1 positive allosteric modulation | CHO-K1 hM1, Fluo-8 calcium fluorescence, ACh EC20; 0% = ACh EC20, 100% = maximal ACh | 0.088% of 360,000 active | P11229 | activation, % at 3 µM; in the data active means activation above about 19%, passing the limit was not always enough
Target sequence (P11229 whole entry, looked up): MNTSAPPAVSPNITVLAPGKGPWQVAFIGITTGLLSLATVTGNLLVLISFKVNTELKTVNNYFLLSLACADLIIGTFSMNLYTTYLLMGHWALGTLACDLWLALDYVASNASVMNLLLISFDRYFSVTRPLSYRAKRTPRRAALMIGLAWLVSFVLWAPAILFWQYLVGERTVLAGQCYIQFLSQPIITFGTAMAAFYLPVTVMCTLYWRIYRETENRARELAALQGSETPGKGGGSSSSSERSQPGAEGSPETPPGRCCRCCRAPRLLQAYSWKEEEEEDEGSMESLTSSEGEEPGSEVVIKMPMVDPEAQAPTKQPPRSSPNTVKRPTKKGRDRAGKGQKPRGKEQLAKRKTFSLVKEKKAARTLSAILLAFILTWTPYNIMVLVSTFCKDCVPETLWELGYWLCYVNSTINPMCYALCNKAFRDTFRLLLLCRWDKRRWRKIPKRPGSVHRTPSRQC
CRFBP-R2 agonist – agonists of human CRF-binding protein/CRF-R2 receptor complex. HEK293 CRF-R2/CRF-BP, calcium dye fluorescence (FLIPR); percent of saturating CRF peptide response. 0.46% of 350,000 active. activation, % at 13.2 µM;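 active means activation of at least 50%, plus an integration ratio under a set limit after plate pattern correction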;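 further: plate controls were neutral control wells without compound for no effect and CRF at EC100 for full effect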
CRFBP-R2 block – CRF-BP/CRF-R2 complex antagonism | 0.59% of 350,000 active | AID 588475 | HEK293 CRF-R2/CRF-BP, CRF-induced calcium fluorescence | inhibition, % at 11.8 µM;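 active means inhibition of the ligand-induced calcium signal above about 50% at the single tested concentration, limit read from the data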
CHRM4 PAM – CHRM4 positive allosteric modulation | P08173 | CHO-K1 hM4/Gqi5, Fluo-8 calcium fluorescence, ACh EC20; 0% = ACh EC20, 100% = maximal ACh | activation, % at 3 µM | 0.4% of 360,000 active | AID 624126;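 active means activation above its plate's cutoff, the mean activation of sample wells plus 3 SD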; further: some results filed as inactive read as strong as hits
M5 antag – blocks acetylcholine activation of human M5 receptor. P08912. CHO-hM5 cells, Fluo-8 calcium fluorescence, ACh EC80. inhibition, % at 3 µM. 0.59% of 360,000 active. AID 624040;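 active means inhibition above a per-plate cutoff, the mean of that plate's test compounds plus 3 SD, cut at about 27% in these data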;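 further: 0% = acetylcholine EC80 with DMSO and 100% = DMSO without agonist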
M4 ag – agonists of human muscarinic M4 receptor (CHRM4) | activation, % at 3 µM | P08173 | 0.14% of 360,000 active | CHO-K1 hM4/Gqi5, Fluo-8 calcium fluorescence; vehicle 0%, full acetylcholine response 100%;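 active means activation above the run mean over all test wells plus 3 SD, cut at about 32% in these data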;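 further: peak over basal fluorescence ratio per well then scaled between controls; 0% = DMSO wells and 100% = acetylcholine at EC100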
An asterisk follows results filed as active; / = no result given.

SMILES	M5 ag	M5 PAM	CHRM4 antagonist	CHRM1 PAM	CRFBP-R2 agonist	CRFBP-R2 block	CHRM4 PAM	M5 antag	M4 ag
O=C(CNc1ccccc1N1CCCC1=O)Nc1cc(C(F)(F)F)ccc1-n1cncn1	2	4	-4	6	0.6	-3	12	4	1
Cc1c(Cl)cccc1-n1cnc(=O)c2ccccc21	4	6	-18	4	2.4	-11	0	-8	1
CCOC(=O)CN1C(=O)N2C[C@H]3CON(C)[C@H]3C[C@H]2c2ccccc21	1	6	-15	9	/	/	18	-12	1
COc1ccc(/C=C/C(=O)NCC(=O)N/N=C/c2cccs2)cc1	-3	-2	-2	15	-1.4	-9	4	-4	2
Cc1cccc(-n2ncc3c2CCCC3NC(=O)Cn2cccn2)c1C (configuration not stated)	0	-5	-1	4	-1.2	16	7	2	3
CCCOC(=O)c1ccc(NC(=O)c2ccoc2C)cc1	-4	-5	16	2	2.3	-21	6	-1	1
O=C(CCN1C(=O)/C(=C\c2ccco2)SC1=S)Nc1ccc(C(=O)O)c(O)c1	-1	-2	6	7	-0.8	0	9	5	2
CCOc1ccc(NC(=O)C/C(C)=N/NC(=O)COc2ccc(Br)cc2C)cc1	-1	1	-4	7	0.7	6	2	5	0
CC(C)CC(O)(c1ccccc1)C(CN1CCOCC1)c1ccccc1 (configuration not stated)	-9	-5	-3	1	-0.7	-7	-1	4	-2
NC(=O)NNc1cccc(Cl)n1	1	-2	-2	4	-0.3	7	9	1	2

Individual results from the entries so far:
Reading of CC(C)CC(O)(c1ccccc1)C(CN1CCOCC1)c1ccccc1 (configuration not stated) under CRFBP-R2 block: -7
Reading of O=C(CNc1ccccc1N1CCCC1=O)Nc1cc(C(F)(F)F)ccc1-n1cncn1 under CHRM1 PAM: 6

Continued:
SMILES	M5 ag	M5 PAM	CHRM4 antagonist	CHRM1 PAM	CRFBP-R2 agonist	CRFBP-R2 block	CHRM4 PAM	M5 antag	M4 ag
Cc1ccc(C2(C)NC(=O)N(CC(=O)N3CCN(C(=O)c4cccs4)CC3)C2=O)cc1 (configuration not stated)	5	-6	2	4	1.2	0	10	-3	2
CS(=O)(=O)N(CC(=O)NCCSCc1ccco1)c1ccc2c(c1)OCO2	2	8	-4	10	-1.9	18	-4	-27	1
O=C(CSCc1cccc(CSCC(=O)Nc2ccc3ccccc3c2)n1)Nc1ccc2ccccc2c1	-1	-5	-5	9	2.1	13	4	1	2
CC(=O)N1CCC2(CC1)CC(=O)c1cc(OCC(=O)N3CCOCC3)ccc1O2	1	-10	8	11	1.8	-1	-1	9	0
CCn1cc(CCC(=O)NC(C)c2ccccc2)c2ccccc21 (configuration not stated)	-6	1	2	3	-1.6	1	-2	3	-1
COc1ccc(NC(=O)/C=C/C(=O)O)c(OC)c1	-1	2	12	-3	-0.8	8	-5	8	0
CCN1CCN(C(=O)c2ccccc2NS(=O)(=O)c2ccc(Cl)cc2)CC1	-3	-3	-3	1	-0.2	9	5	-2	0
O=S(=O)(/N=C(/Nc1ccc(F)c(F)c1F)c1ccccc1)c1ccccc1	-4	-1	4	-2	-2.2	-15	0	0	0
CC1CN(S(=O)(=O)c2cc(C(=O)NCCCN3CCCC3=O)ccc2Cl)CC(C)O1 (configuration not stated)	5	9	-10	10	0.5	-5	8	-7	0
CCOC(=O)NC(=O)/C(C#N)=C\Nc1sccc1C(=O)OC	22	0	6	6	48	-34	-1	4	10
CCCCOc1ccccc1C(=O)N(Cc1ccc(C)o1)C1CCS(=O)(=O)C1 (configuration not stated)	3	-1	-4	-5	-0.9	9	1	-1	9
Cc1cc(C)cc(Cn2c(C)c(C(=O)N(C)Cc3ccc(F)cc3)sc2=O)c1	-2	-10	5	-5	/	/	-7	7	2
COc1ccc(-c2cc(C(F)(F)F)c(C#N)c(SCC(=O)Nc3ccc(C)cc3)n2)cc1	3	2	15	4	2.9	-17	0	-2	0
Cc1ccc(S(=O)(=O)/C(C#N)=C/c2c(N3CCN(C)CC3)nc3ccccn3c2=O)cc1	-2	-6	-2	10	-0.3	-3	17	-2	2
COc1ccc(CCNC(=O)c2cc(S(=O)(=O)N3CCOCC3)cn2C)cc1OC	2	-3	-22	13	2.2	-7	6	0	1
Cc1noc(C)c1C(=O)Nc1ccc2ccccc2c1	-3	3	5	13	-5.2	7	-3	-2	1
O=C(CSc1nnc(CNC(=O)c2ccccc2)o1)Nc1nccs1	-1	1	-18	7	1.4	2	2	-3	1
CC(=O)Nc1ccc(NS(=O)(=O)c2ccc3c(c2)oc(=O)n3C)cc1	1	13	10	12	-1.7	6	2	-9	0
COc1cc2c(cc1OC)C(c1cc(C)ccc1C)CC(=O)N2 (configuration not stated)	-3	-2	-14	11	0.6	-7	4	1	2
Cc1c(Cl)cccc1NC(=S)NC1CCN(Cc2ccccc2)CC1	0	-4	8	10	11	-7	-8	-4	5
O=C(COc1ccc(S(=O)(=O)N2CCCC2)cc1)N1CCN(c2ccccc2F)CC1	1	-5	-1	6	0.0	4	1	4	6
CCN(CC)c1ccc(-c2nc3cnccn3c2NC2CCCC2)cc1	-1	-7	-3	8	2.6	-56	-3	0	-1
CCN1CCCC1CNC(=O)c1cc(N)ccc1OC (configuration not stated)	0	11	8	6	-4.7	-4	-4	-5	0
O=C(CN1CCC(c2nc3ccccc3[nH]2)CC1)NCc1ccc2c(c1)OCO2	-3	4	2	8	-1.1	-12	11	4	1
CCOCCCn1c(SCC(=O)Nc2cc(C(C)(C)C)nn2-c2ccccc2)nc2ccccc2c1=O	0	1	6	10	-0.7	9	3	-1	0
O=C(N/N=C/c1ccc(OCc2cnc(Cl)s2)cc1)c1ccncc1	3	-1	8	8	-0.4	16	-5	7	6
CNS(=O)(=O)c1cc(NC(C)=O)c(C)cc1C	-1	7	-1	-1	-1.7	-12	4	-7	0
COc1ccc(C(=O)Nc2ccc(S(=O)(=O)Nc3nccnc3OC)cc2)cc1OC	-3	1	-2	5	-1.5	3	4	-4	1
CCCNC(=O)COc1ccc(-c2nn(C)c(=O)c3ccccc23)cc1	1	-3	10	-1	0.4	2	-10	21	6
NS(=O)(=O)c1ccc(S(=O)(=O)N2CCN(C3CCCC3)CC2)cc1	0	3	11	10	0.0	-5	1	8	1
CCc1nnc(NC(=O)c2ccc(-c3cccc(C(F)(F)F)c3)o2)s1	-3	-8	-6	11	-0.4	-17	1	8	0
CCn1c(CNc2ccc(Cl)cc2)nnc1SCc1ccc(C)cc1	-11	-19	5	-4	0.5	4	-7	-4	2
CS(=O)(=O)N(CC(N)=O)c1ccc(F)c(Cl)c1	-1	-1	-1	12	1.3	-11	12	4	0
O=C(NCc1cccnc1)NC1(C(F)(F)F)Oc2ccccc2O1	-7	40*	-3	-1	0.8	14	-1	-15	0
Cc1cc(C)c2cc(C#N)c(NCCNC(=O)c3cccnc3)nc2c1	-1	-4	-3	/	/	/	3	8	5
COc1ccc(C(C(=O)NCC2CCCO2)N(C(=O)Cn2nnc3ccccc32)c2ccccc2C(C)=O)cc1OC (configuration not stated)	-2	-1	-2	1	-1.4	-9	-1	5	2
O=C(Nc1cc(C2CC2)nn1-c1ccccc1)c1ccc(F)cc1	1	0	-4	13	-2.3	9	4	18	1
O=c1cc2ncc(-n3cc([N+](=O)[O-])cn3)cn2[nH]1	-1	6	2	13	-1.3	7	-2	3	1
CC(=O)c1ccc(NS(=O)(=O)c2cccc(C(=O)Nc3ccccc3C(=O)O)c2)cc1	6	11	-21	3	-1.2	14	14*	-7	-1
Cc1oc(-c2cccc(Cl)c2)nc1CN1CCC(C(=O)NC2CC2)CC1	2	1	-7	1	0.7	1	2	1	1
CCOc1ccc(CCNS(=O)(=O)c2cnc[nH]2)cc1OCC	-2	8	2	0	-1.2	6	-3	-13	0
COc1cccc2c1Oc1ncccc1N(C(=O)CCC(=O)NCc1ccccc1)C2	-1	-1	-6	3	0.8	-10	9	4	1
Cc1ccc(NC(=O)COCC(=O)Nc2ccc(C)cc2)cc1	2	0	-14	17	-0.9	-4	8	8	1
CCc1ccc(C2C3=C(CC(C)(C)CC3=O)Nc3c2c(=O)[nH]c2nc(C)nn32)cc1 (configuration not stated)	-2	-3	4	-5	6.5	-5	-3	5	1
CSc1cccc(NC(=O)C(C)C)c1	-5	-3	-1	-1	-2.6	51*	1	-9	0
COc1cccc2[nH]c3c(N4CCC(C(N)=O)CC4)ncnc3c12	1	-1	-9	2	0.3	14	3	0	1
CC(=O)NCCc1ccc(C(=O)CSc2nnc(C3CC3)n2C2CC2)cc1	1	1	-17	2	1.8	-4	17	-4	0
CC(C)C[C@@H](CN1CCC[C@H]1CN1C(=O)C(=O)NC[C@@H]1Cc1ccccc1)N1C[C@H](Cc2ccc(O)cc2)N(CC2CCCCCC2)C(=O)C1=O	1	8	-10	/	/	/	18	-4	0
COc1ccc(NC(=O)Nc2ccc(CC(=O)O)cc2)cc1	-3	3	-2	12	-0.8	-5	11	0	0
Cc1ccc(-c2nn(CCC(=O)O)cc2/C=C\C(=O)c2ccc(Br)cc2)cc1	-3	23*	-16	4	-2.1	-5	19*	-1	1

Single records, from the list above:
Listed for `CCn1cc(CCC(=O)NC(C)c2ccccc2)c2ccccc21` (configuration not stated) : M5 ag: -6; M5 PAM: 1; CHRM4 antagonist: 2; CHRM1 PAM: 3; CRFBP-R2 agonist: -1.6; CRFBP-R2 block: 1; CHRM4 PAM: -2; M5 antag: 3; M4 ag: -1
Listed for `COc1ccc(/C=C/C(=O)NCC(=O)N/N=C/c2cccs2)cc1` : M5 ag: -3; M5 PAM: -2; CHRM4 antagonist: -2; CHRM1 PAM: 15; CRFBP-R2 agonist: -1.4; CRFBP-R2 block: -9; CHRM4 PAM: 4; M5 antag: -4; M4 ag: 2

Next results
SMILES	M5 ag	M5 PAM	CHRM4 antagonist	CHRM1 PAM	CRFBP-R2 agonist	CRFBP-R2 block	CHRM4 PAM	M5 antag	M4 ag
CCC(OC(=O)C(CC(C)C)NC(=O)c1ccccc1)C(=O)Nc1nnc(C)s1 (configuration not stated)	-2	-13	-1	-9	0.5	28	-8	8	11
COc1ccc(NC(=O)CN(C)CC(=O)Nc2sc3c(c2C(N)=O)CCC3)cc1	-2	1	4	6	-0.3	-11	-5	7	1
Cc1ccc(Cc2c(-c3ccc(Cl)cc3)nc3ccc(Br)cn23)cc1	-1	-3	3	-2	0.0	0	-5	0	0
COc1ccccc1N1CCN(C(=O)c2ccc(NC(C)=O)cc2)CC1	-2	-2	0	2	-1.5	-4	10	-2	2
CC1(C)Cc2c(cnn2-c2ccccc2)C(NC(=O)CCCN2CCCC2=O)C1 (configuration not stated)	0	16	-7	8	-0.1	2	6	-27	0
O=C(CCC(=O)N1CCOc2ccc(Cl)cc21)NCCCN1CCC(Cc2ccccc2)CC1	-4	-4	5	-15	0.5	-24	-13	3	2
O=C(c1ccc(C#CC2(O)CCCCC2)cc1)N1CCN(C(c2ccccc2)c2ccccc2)CC1	-10	-14	35*	-21	2.8	3	-25	17	2
Cc1nc(C(=O)O)sc1C1(C)CC(c2cccc([N+](=O)[O-])c2)=NO1 (configuration not stated)	0	3	-3	5	-1.8	3	5	6	2
COCCNC(=O)C(c1ccc(F)cc1)N(C(=O)CCC(=O)Nc1ccccn1)c1cccc(C)c1 (configuration not stated)	-4	-5	-2	8	-1.0	0	-9	13	1
COc1ccc(CN2C(=O)C(CC(=O)NCCCN(C)C)CC(C(=O)N3CCCCCC3)=C2C)cc1 (configuration not stated)	0	-6	-5	/	/	/	-8	0	1
O=C(CN1CCN(Cc2ccccc2)CC1)N1CCCc2ccccc21	-7	-2	0	6	1.6	1	3	9	0
Cc1cc(C(=O)NP(=O)(N2CCOCC2)N2CCOCC2)c(C)n1-c1ccc(Br)cc1	-2	7	-4	9	1.2	-6	-6	-5	1

Compound activity as filed in PubChem.
